Integrin act MD = activators of alpha7 integrin expression for muscular dystrophy; alpha7betagal myoblasts, beta-gal FDG fluorescence, 48 h; AID 624291; Potency, µM (highest dose often 38.3 µM), inactives show at the highest dose activation, most hits filed as activators; 0.064% of 350,000 active;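 further: potency means the concentration at half of the fitted maximal effect; 100% = response of the positive control SU9516; nearly all actives have a fitted effect of over 60% in size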
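alpha7betagal+/- myoblasts (passage 13, 250/well) treated 48 h at 37C with compounds at 1:260 dilution of DMSO stock. Lysed, then beta-galactosidase activity read as FDG fluorescence (ex 480/em 540) after 30 min, with pre-read for autofluorescence.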
AT treatment = potential ataxia-telangiectasia treatment. Potency, µM (top dose mostly 57.5 µM), without a hit: at the top dose activation, hits mostly activators. AID 485349. 0.19% of 320,000 active. […] A-T fibroblasts, KAP-1 phosphorylation AlphaLISA; neocarzinostatin DNA damage 30 min before lysis; further: potency means the concentration at half of the fitted maximal effect; % of control where 0% means no effect; nearly all actives have a fitted effect of over 45% in size
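hTERT-immortalized A-T patient fibroblasts ([…]), 500 cells/well in OPTI-MEM, 1% FBS, got compounds for 60 min, then NCS for 30 min at 37C. Lysates were then assayed for phospho-KAP-1 by AlphaLISA (anti-pKAP1 donor, anti-KAP1 acceptor beads), 6 hr at 25C.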
CXXC DNA block = MLL CXXC-DNA interaction inhibition; 0.037% of 290,000 active; Potency, µM (doses to about 115 µM), inactives show at the highest dose activity change, negative = inhibition, most hits filed as inhibitors; MLL-CXXC / FITC-HOXA9 DNA fluorescence polarization; Q03164; active means well fitted inhibition curve with a large enough effect in the polarisation, with a control signal flat, not every such curve was filed as active; inconclusive means small, poorly fitted or top-dose-only effect, or effect the other way, or a change in a side signal; inactive means no such curve, though single readings can be large or run the other way; the % refers to the polarisation; further: potency means the concentration at half of the fitted maximal effect
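Fluorescence polarization: 7 uM MLL-CXXC (stock) preincubated 5 min with compounds, then 50 nM fluorescein-HOX-A9 DNA (stock) added; 30 min ambient. Buffer 50 mM Tris-HCl pH 7.5, 50 mM NaCl, 1 mM DTT, 0.05% BSA.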
Mito fusion yeast = blocks mitochondrial division or promotes mitochondrial fusion; Potency, µM (doses to about 46.1 µM), inactives show top-dose growth rescue (activation), hits mostly activators; AID 485298; 0.23% of 320,000 active; S. cerevisiae fusion-defective mutant growth rescue, CellTiterGlo 48 h;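 further: potency means the concentration at half of the fitted maximal effect; % of control where 0% means no effect; nearly all actives have a fitted effect of over 45% in size; temperature-sensitive fusion mutants such as fzo1-1 at 37 °C on non-fermentable ethanol glycerol medium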
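Growth-rescue viability read-out: after 48 h at the non-permissive 37C in glycerol/ethanol YPEG, yeast mitochondrial fusion mutants are measured by CellTiterGlo luminescence; compounds (23 nl pinned per well) restoring growth score as division inhibitors or fusion activators.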
TSHR antagonist = blocks TSH signaling through the human TSH receptor; P16473; activity change, negative = inhibition, % at 11.5 µM; 0.2% of 330,000 active; TSHR-expressing cells, TSH-stimulated cAMP HTRF, 2 h; stronger effect = lower value;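 active means activity change below a set negative limit, meaning inhibition stronger than a set level, cut at about -70% in these data; inconclusive means activity change between two set negative limits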; further: on the % scale 0 is the no-effect control and ±100 the full control effect
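Read-out is FRET at 665 nm (cryptate excitation 337 nm) from a cryptate-tagged anti-cAMP antibody, competed by cell cAMP against cAMP-d2. Compounds are tested on freshly harvested TSHR cells challenged with 4nM TSH (EC80) for 2 hours at 37 deg C.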
S-ASM inh = blocks human secretory acid sphingomyelinase; P17405; placental ASM, HMU-PC fluorogenic substrate, 60 min; Potency, µM (titrated, usually from 57.5 µM), for inactives: at the highest dose activity change, negative = inhibition, hits mostly inhibitors; 0.006% of 340,000 active; AID 504937; further: potency means the concentration at half of the fitted maximal effect
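HMU-PC0 cleavage (9 uM final) by human placental ASM, 60 min at 37 °C following 10 min compound exposure at RT; stopped at pH 10, fluorescence Ex 386/Em 447 nm.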
MBNL1 CUG block = MBNL1-poly(CUG) RNA binding inhibition; AID 2675; Potency, µM (series often up to 57.5 µM), inactives show at the highest dose activity change, negative = inhibition, hits mostly inhibitors; TR-FRET MBNL1-His/biotin-(CUG)12 binding, 665/545 ratio; Q9NR56; 0.036% of 280,000 active; active means well fitted inhibition curve with a large enough effect in the signal ratio, with a control signal flat, not every such curve was filed as active; inconclusive means small, poorly fitted or top-dose-only effect, or effect the other way, or a change in a side signal; inactive means no such curve, though single readings can be large or run the other way; the % refers to the signal ratio; further: potency means the concentration at half of the fitted maximal effect; on the % scale 0 is the no-effect control and ±100 the full control effect
Target sequence (Q9NR56 whole entry, looked up): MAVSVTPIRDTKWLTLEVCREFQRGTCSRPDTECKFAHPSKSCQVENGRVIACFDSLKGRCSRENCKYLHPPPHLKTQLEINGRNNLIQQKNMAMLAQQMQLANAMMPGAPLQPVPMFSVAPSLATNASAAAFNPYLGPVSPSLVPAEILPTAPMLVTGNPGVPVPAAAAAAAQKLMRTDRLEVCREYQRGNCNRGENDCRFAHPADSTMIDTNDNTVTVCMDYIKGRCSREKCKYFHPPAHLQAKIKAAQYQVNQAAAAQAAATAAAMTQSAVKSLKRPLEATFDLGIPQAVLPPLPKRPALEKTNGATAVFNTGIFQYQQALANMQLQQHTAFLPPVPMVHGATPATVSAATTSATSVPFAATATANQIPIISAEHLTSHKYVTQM
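Inhibition of protein-RNA binding appears as loss of TR-FRET between terbium anti-His antibody on MBNL1-His and streptavidin-XL665 on biotin-(CUG)12. Activity is normalized to buffer-only and uninhibited-complex controls.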
Menin-MLL TR inh = displaces Texas Red mutant MLL peptide from human menin. O00255. Menin + Texas Red MLL mutant peptide, fluorescence polarization. Potency, µM (doses to about 61.6 µM), without a hit: at the highest dose FP activity change, negative = inhibition, actives largely listed as inhibitors. 0.23% of 270,000 active; active means well fitted inhibition curve with a large enough effect in the polarisation, with a control signal flat, not every such curve was filed as active; inconclusive means small, poorly fitted or top-dose-only effect, or effect the other way, or a change in a side signal; inactive means no such curve, though single readings can be large or run the other way; the % refers to the polarisation; further: potency means the concentration at half of the fitted maximal effect; % of control where 0% means no effect; many of its hits are not listed in these tables
Target sequence (O00255 whole entry, looked up): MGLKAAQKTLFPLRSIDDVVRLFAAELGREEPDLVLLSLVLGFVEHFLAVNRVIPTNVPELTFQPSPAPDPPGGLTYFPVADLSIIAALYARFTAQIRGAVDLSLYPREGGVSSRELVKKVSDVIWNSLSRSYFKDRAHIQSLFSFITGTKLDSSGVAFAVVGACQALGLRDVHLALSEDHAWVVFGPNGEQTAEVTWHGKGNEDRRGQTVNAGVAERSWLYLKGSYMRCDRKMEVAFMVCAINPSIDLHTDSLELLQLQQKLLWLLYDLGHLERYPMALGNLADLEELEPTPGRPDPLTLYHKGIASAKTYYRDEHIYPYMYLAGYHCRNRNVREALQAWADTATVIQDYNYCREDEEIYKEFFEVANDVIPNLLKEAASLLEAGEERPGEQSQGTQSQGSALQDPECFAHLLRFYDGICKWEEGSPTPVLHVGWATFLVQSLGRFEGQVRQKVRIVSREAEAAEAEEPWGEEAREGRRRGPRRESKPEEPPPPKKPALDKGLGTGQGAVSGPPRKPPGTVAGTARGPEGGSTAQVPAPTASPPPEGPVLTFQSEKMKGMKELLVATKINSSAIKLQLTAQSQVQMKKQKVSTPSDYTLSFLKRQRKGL
TCR activator = T cell receptor activation; primary human leukocytes, anti-CD3, IL-2 HTRF, 48 h; Potency, µM (doses to about 9.22 µM), inactives show at the top dose activation of IL-2 secretion, usual class: activators; 330,000 tested, under 10 active; AID 504894; further: % of control where 0% means no effect
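Activity was scored as IL-2 release from primary human leukocytes given only a TCR signal (a-CD3 beads) plus compound for 48 hr. Detection used a two-antibody HTRF format read at 665nm.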
PTAP TSG101 blk = blocks PTAP/TSG101 interaction to inhibit HIV-1 budding; Fluorescence polarization, FITC-PTAP peptide / Tsg101 binding; Potency, µM (doses to about 115 µM), for inactives: at the highest dose activity change, negative = inhibition, actives largely listed as inhibitors; 340,000 tested, under 10 active; AID 493005; active means well fitted inhibition curve with a large enough effect in the main read-out, with a control signal flat, not every such curve was filed as active; inconclusive means small, poorly fitted or top-dose-only effect, or effect the other way, or a change in a side signal; inactive means no such curve, though single readings can be large or run the other way; further: potency means the concentration at half of the fitted maximal effect; % of control where 0% means no effect
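Tsg101 binding domain (10 uM final) was mixed with compound and a FITC-labeled PTAP peptide (50 nM final) in HEPES pH 7.5 buffer with NaCl, Tween 20, EDTA and TCEP; fluorescence polarization was read after 20 min at r.t.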
An asterisk follows results filed as active; i = inactive; ? = inconclusive; · = no result given; [ ] = dose if it differs, or a comment. Unless noted, the call rests on the fitted dose curve; in most records, active means well fitted curve in the direction sought with a large enough effect; inconclusive means small, poorly fitted or top-dose-only effect, or another doubt; inactive means no such curve, though single readings can be large; an effect the other way counts as inactive or inconclusive.

canonical_smiles	Integrin act MD	AT treatment	CXXC DNA block	Mito fusion yeast	TSHR antagonist	S-ASM inh	MBNL1 CUG block	Menin-MLL TR inh	TCR activator	PTAP TSG101 blk
Cc1ccccc1N(CC(=O)N/N=C/c1ccc(F)cc1)C(=O)c1ccccc1	6%	-2%	2%	0%	0	-1%	6%	-17%	-2%	-4%
Cc1ccc(Sc2cc(C(=O)NCCN(C)C)c3ccccc3n2)cc1	-52%[inhibitor]	-10%	4%	-9%	6	3%	17%	1%	1%	-3%
CCCOc1cccc(C(=O)Nc2ccc3c(c2)OCCO3)c1	17%	7%	6%	0%	-8	3%	-3%	19%	5%	-4%
O=C(Nc1cc(C(F)(F)F)ccc1N1CCOCC1)c1cccs1	-15%	-1%	4%	2%	14	-1%	-6%	18%	4%	-1%
COc1ccc(-c2c[n+](CC(=O)c3ccccc3)c3n2CCCCC3)cc1	0%	-15%	2%	1%	-6	-1%	-4%	·	-2%	-4%
Cc1ccc2oc(=O)n(CC(=O)N3CCOCC3)c2c1	10%	5%	2%	1%	-5	-1%	-10%	·	-2%	-6%
COc1ccc(-n2c(C)c(C)c3c(NCCO)ncnc32)cc1	7%	-5%	-14%	-2%	-6	1%	-7%	11%	6%	-6%
O=C(Nc1ccc(F)c(Cl)c1)c1cc(-c2ccco2)on1	40%	0%	?	13%	-3	-9%	-2%	·	-2%	-6%
CCCOc1ccc(CSc2nc3ccccc3[nH]2)cc1	-43%	-1%	-5%	-1%	-48	-21%	-6%	44%[activator]	·	·
CC(C)c1ccc2[nH]c(O)c(N=NC(=O)c3cccc(S(=O)(=O)Nc4ccccc4Cl)c3)c2c1	-3%	-7%	-1%	2%	-14	-7%	-5%	-5%	-4%[46.1 µM]	0%
COC(=O)c1ccc(NC(=S)NCC2CC2)cc1	-3%	3%	5%	-13%	1	2%	-10%	31%[activator]	0%	-6%
CCOc1ccc(/C(O)=C2/C(=O)C(=O)N(c3ncccn3)C2c2ccc(C)cc2)cc1 (configuration not stated)	-4%	4%	-4%	1%	-3	2%	?	·	-3%	-6%
O=C(O)c1ccc(CSc2nc3ccc(NC(=O)c4ccccc4C(=O)O)cc3s2)cc1	0%	12%	-10%	8%	-15	-1%	4%	0%	-1%	-4%
O=C(Cc1n[nH]c(=O)c2ccccc12)OCC(=O)c1ccc2c(c1)OCCO2	-11%	3%	1%	-5%	-3	-2%	-6%	2%	·	-3%
CC(C)C(OC(=O)c1nsc(Cl)c1Cl)C(=O)NC(C)(C)C (configuration not stated)	24%	-3%	4%	4%	3	4%	-1%	-6%	2%	-3%
CCN(C(=N)N=C(N)N)c1ccccc1	16%	9%	19%	-18%	32	6%	-4%	?	3%	-8%
Cc1ccc(C(=O)N/C(=C/c2ccco2)C(=O)NC2CCS(=O)(=O)C2)cc1 (configuration not stated)	-8%	2%	17%	-5%	4	1%	?	-1%	5%	-9%
O=C(Nc1cc(S(=O)(=O)N2CCOCC2)ccc1N1CCCC1)c1ccccc1C(F)(F)F	0%	·	·	·	·	0%	·	·	1%	-6%
CN(C)S(=O)(=O)c1ccc(N2CCCC2)c(C(=O)N2CCN(S(=O)(=O)c3ccc(F)cc3)CC2)c1	-20%	31%	·	2%	30	-3%	·	·	-4%	-2%
CCOC(=O)c1nnn(-c2nonc2N)c1-c1ccccc1Cl	?	5%	19%	0%	-4	-1%	·	-7%	-12%	-4%
O=C1Nc2ccccc2C1(O)Cc1ccncc1 (configuration not stated)	-11%	-10%	9%	2%	11	3%	-8%	8%	-1%	-3%
Cc1ccc(-n2cnc3ncnc(-c4ccccc4)c32)cc1	17%	3%	-5%	0%	9	2%	2%	-23%	2%	-2%
CCCC(=O)N=c1sc2cccc(F)c2n1C	-3%	9%	25%	2%	-2	-3%	4%	1%	1%	-3%
Cc1ccc(CNC(=O)CN(c2ccc(C)cc2)S(=O)(=O)c2c(C)nn(C)c2C)cc1	0%	21%	0%	4%	-1	46%	-5%	·	5%	1%
COc1ccc(C2CC(c3ccc(Cl)cc3Cl)Nc3nc(N)nn32)cc1OC (configuration not stated)	0%	-2%	3%	-5%	25	-2%	-9%	-5%	1%[46.1 µM]	-5%
C[C@@H]1CN([C@@H](C)CO)C(=O)Cc2cc(NS(=O)(=O)c3ccccc3)ccc2O[C@H]1CN(C)S(C)(=O)=O	-12%	-1%	·	·	0	-2%	·	·	1%	0%
COc1cccc(N2CCN(C(C)C(=O)NC34CC5CC(CC(C5)C3)C4)CC2)c1 (configuration not stated)	-37%	2%	10%	21%	-9	-3%	3%	?	3%	-5%
COc1ccccc1C(=O)COC(=O)c1nc2nc(C)cc(C)n2n1	19%	16%	·	10%	32	1%	·	·	-10%	0%
Cc1cc(NC(=O)COc2ncnc3sc(C)c(C)c23)no1	6%	-4%	3%	-2%	10	1%	-3%	12%	-2%	-3%
CCCc1nnc(SCC(=O)N2CCOCC2)n1C	6%	·	1%	-5%	-6	-1%	-12%	2%	1%[46.1 µM]	-11%
Cc1cc(Br)ccc1SCC(=O)OCC(=O)NC(C)c1ccccc1 (configuration not stated)	12%	6%	0%	1%	3	1%	-13%	-4%	4%[46.1 µM]	-5%
CC1CCC(C(=O)NC(C(=O)NCCN2CCC(C)CC2)C(C)C)CC1 (configuration not stated)	28%	1%	8%	4%	2	-4%	18%	5%	4%	1%
O=C(NCc1ccccc1)/C(=C\c1ccc([N+](=O)[O-])cc1)NC(=O)c1ccco1	0%	3%	-3%	2%	4	-3%	?	5%	-1%	-1%
CC(=O)Nc1scc(-c2ccccc2)[n+]1-c1ccc(C)cc1	-16%	-2%	2%	1%	-6	-2%	-3%	-18%	-6%	-1%
Cc1cccc(C)c1NC(=O)CC(C)c1ccccc1 (configuration not stated)	22%	3%	4%	4%	9	-2%	3%	-4%	·	-3%
Cc1cc(C(=O)N/N=C(\CCC(=O)O)c2cccs2)c2ccccc2n1	9%	-4%	1%	-8%	43	6%	0%	14%	2%	-6%
COc1ccccc1NC(=S)NCc1ccc2c(c1)cc(C)n2C	-42%[inhibitor]	0%	-2%	?	4	-4%	·	?	4%	-6%
COc1ccc(C(=O)Nc2ccc(S(=O)(=O)Nc3nccnc3OC)cc2)cc1OC	0%	1%	5%	-1%	-8	1%	-5%	4%	4%	1%
COC1C=CC(CNC(=O)c2cc3c(=O)n4cccc(C)c4nc3n2C)(OC)O1 (configuration not stated)	8%	6%	2%	-3%	-6	i	-2%	1%	-2%	-1%
S=C1SCN(Cc2cccnc2)CN1Cc1ccccc1	-59%[inhibitor]	3%	4%	7%	19	-2%	-5%	21%	1%	-4%
COc1ccc(OC)c(NC(=O)CCc2nnc3ccc(N4CCC(C)CC4)nn23)c1	?	-3%	-2%	2%	-7	0%	6%	-15%	-2%	-7%
CN(C(=O)CSc1nc(O)cc(=O)n1C1CCCC1)c1ccccc1	1%	-2%	1%	2%	1	-3%	·	·	16%	-4%
Cc1cccc(NC(=O)NCCN2CCCCC2)c1	?	-11%	3%	0%	-5	7%	0%	0%	·	-4%
CCOc1ccc(Oc2ccc(S(=O)(=O)N3CCOCC3)cc2NC(=O)C2=COCCO2)cc1	6%	1%	·	-2%	-2	0%	·	·	0%	-6%
Cc1cccc(C)c1NC(=O)CN(C)C(=O)c1cccc(S(=O)(=O)N2CCN(c3ccc(F)cc3)CC2)c1	-36%	4%	·	2%	-21	-5%	·	·	4%	-3%
Cc1cc(=O)n2c(n1)NC(Nc1cccc(C)c1C)=NC2c1ccc(F)cc1 (configuration not stated)	1%	-7%	3%	1%	-2	3%	-7%	·	-4%	-5%
Oc1ccc(O)c(-c2cnns2)c1	1%	1%	11%	-1%	5	-2%	11%	10%	-4%[46.1 µM]	-4%
COc1cc(C(CCN2CCCCC2)c2c(OC)cc(OC)c3c(C)cc(=O)oc23)cc(OC)c1OC (configuration not stated)	11%	-10%	12%	19%	-6	-2%	-8%	·	-2%	·

Screening data (PubChem)

These rows are one share of the data; rates above refer to the full screens.
